# Bioassay records from PubChem BioAssay.
# BoNT A protease – BoNT/A light chain protease inhibitors, primary screen, biochemical, flow cytometry, MLPCN library; Botulinum neurotoxin type A light chain protease (Clostridium botulinum A str. ATCC 3502); multiplex microsphere protease substrate cleavage; inhibition, % at 10 µM; 360,000 compounds, 0.17% hits; AID 588499, 2011; note: plate controls were buffer without enzyme for full effect and enzyme alone for no effect
# CCHFV vOTU inh – CCHFV vOTU protease inhibitors, primary screen, biochemical, Pep-AMC substrate, fluorescence | Crimean-Congo hemorrhagic fever virus L polyprotein viral ovarian tumor (vOTU) protease … | inhibition, % at 11.5 µM | 370,000 compounds, 0.55% hits; in the data active = inhibition above about 30%; note: 0% = vehicle wells with enzyme and 100% = no enzyme wells
# TcdB inh – TcdB glycohydrolase inhibitors, primary screen, biochemical, single point, plate reader; Toxin B (Clostridioides difficile), P18177; TcdB glycohydrolase enzymatic assay; inhibition, % at 9.99 µM; 350,000 compounds, 0.24% hits; in the data active = inhibition above about 10%
# Vc quorum ag – inducers of Vibrio cholerae quorum light production without autoinducers, primary screen, BH1578 luxS cqsA deficient, single point. activation, % at 18.7 µM. 350,000 compounds, 0.16% hits. V. cholerae BH1578 lux reporter, luminescence, 6 h. AID 588436, 2011; in the data active = activation mostly above about 9.7%, no sharp cut-off; inconclusive = no clear call, values can overlap the other calls; inactive = mostly below about 3.7%; note: not every result past the cut was called active; inactives centre near 0; reference of the scale not given here
# SARS 3CLpro inh – SARS-CoV 3CLpro protease inhibitors, primary screen, biochemical, quenched FRET; Replicase polyprotein 1ab (Severe acute respiratory syndrome coronavirus), P0C6X7; recombinant SARS-CoV 3CLpro, quenched FRET peptide cleavage; inhibition, % at 6 µM; 290,000 compounds, 0.14% hits; in the data active = inhibition above about 12%
# DUSP3 inh – VHR1 phosphatase inhibitors, primary screen, biochemical, absorbance, uHTS. Dual specificity protein phosphatase 3 (Homo sapiens), P51452. recombinant VHR phosphatase, pNPP absorbance. inhibition, % at 13.3 µM. 290,000 compounds, 0.52% hits; in the data active = inhibition above about 50%; note: some compounds called inactive have numbers as strong as hits
# Yp Topo-I inh – Yersinia pestis topoisomerase I inhibitors, primary screen, biochemical, cleavage product accumulation, plate reader, single point | AID 504884, 2011 | Y. pestis Topo-I cleavage product accumulation | 360,000 compounds, 0.064% hits | activity, % at 10 µM; in the data active = activity above about 50%, passing the limit was not always enough; inconclusive = no clear call, values can overlap the other calls; note: inactives centre near 2
# Anthrax LF prot – Bacillus anthracis LF protease inhibitors, primary screen, biochemical, multiplex microsphere, MLPCN library; Lethal factor (Bacillus anthracis), P15917; multiplex microsphere protease cleavage assay; inhibition, % at 10 µM; 360,000 compounds, 0.12% hits; AID 588501, 2011; note: plate controls were buffer without enzyme for full effect and enzyme alone for no effect
# PfHsp40 yeast – rescue of yeast from PfHsp40 toxicity, primary screen, S. cerevisiae, ATP luminescence; 340,000 compounds, 0.68% hits; S. cerevisiae expressing PfHsp40, growth rescue; growth rescue, % at 12.5 µM; in the data active = growth rescue above about 28%, passing the limit was not always enough; inconclusive = no clear call, values can overlap the other calls;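 note: yeast W303a lacking pdr1 and pdr3 grown in galactose medium; growth measured after three days at 30 °C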
# PriA SSB inh – inhibitors of Klebsiella pneumoniae PriA binding to SSB C-terminal tail, primary screen, biochemical, AlphaScreen | AID 1272365, 2023 | AlphaScreen SSBct-PriA binding, biotinylated peptide | inhibition, % at 33 µM | 430,000 compounds, 0.6% hits; in the data active = inhibition mostly above about 37%, no sharp cut-off; inactive = mostly below about 20%;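 note: plate controls were negative control peptide for no effect and reference peptide for full effect; strong numbers were not always called active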
# Numbers without * were called inactive; i = inactive; ? = inconclusive; . = not tested or not shown; & = joins results of further samples. Cut-off read from the data, not from the text of the source, unless noted: active = inhibition above about 30%; inconclusive = no clear call, values can overlap the other calls; inactive = below that. These rows are one share of the data (hit frequency here may not be typical).
SMILES,BoNT A protease,CCHFV vOTU inh,TcdB inh,Vc quorum ag,SARS 3CLpro inh,DUSP3 inh,Yp Topo-I inh,Anthrax LF prot,PfHsp40 yeast,PriA SSB inh
CSc1ccccc1C(=O)C1CCCN(S(=O)(=O)c2c(C)noc2C)C1 (stereo unspecified),1.5,0.4,1.4,0.0,1.5,20.4,-11.8,0.1,-0.2,1.4
CC(=O)Nc1ccc(S(=O)(=O)Nc2ccc(S(=O)(=O)N3CCCCCC3)cc2)cc1,-0.6,-11.5,.,-0.3,-3.5,8.5,4.6,-9.5,-2.1,5.8
CC(=O)Nc1sc(N/N=C\c2ccccc2)nc1-c1cccs1,1.3,-3.2,-1.7,-0.4,-2.8,0.1,-8.1,-0.8,-0.5,.
C=CCn1c(O)c(C(C)=Nc2ccc(N(CC)CC)cc2)c(=O)[nH]c1=O,-1.3,7.1,.,-0.3,-0.1,-16.7,10.7,-6.4,-1.0,-5.3
COc1ccccc1NC(=O)N(C)C[C@H]1OCc2cnnn2CCCC(=O)N([C@H](C)CO)C[C@H]1C,-0.1,-3.4,0.5&-0.9,-0.3,.,.,-1.0,-1.7,.,.
CN(CC(=O)Nc1c(Cl)cccc1Cl)C(=O)Cc1ccsc1,-0.4,-18.4,0.9,-2.3,.,.,0.6,-0.1,1.7,-2.3
CCCn1c(O)c(/C=C2\C=NN=C2c2ccccc2)sc1=S,-2.6,10.2,.,2.2,6.8,-7.8,-8.5,0.3,0.2,.
COc1cc2c(cc1OC)CN(C(=O)CN1C(=O)c3ccc([N+](=O)[O-])cc3C1=O)CC2,-1.9,-1.6,0.7,i,.,.,-13.2,-2.5,.,-3.8
COc1ccc([N+](=O)[O-])cc1/C=N/NC(=O)CNC(=O)c1cccc(F)c1,0.1,14.7,1.6,-0.5,-0.9,16.4,0.7,-4.4,-3.1,.
CCOC(=O)c1ccc(NC(=O)CCC(CC)C(=O)O)cc1 (stereo unspecified),-2.9,1.0,.,-0.5,4.5,-1.0,-0.2,-2.9,0.0,2.8
Cc1cccc(CN2[C@@H](CC(C)C)COCCS2(=O)=O)c1,0.1,3.6,1.8,-0.7,.,.,19.5,3.1,-0.4,-28.4
COc1ccccc1-c1c(C)nn2c(N3CCCCCC3)cc(C)nc12,0.1,0.9,1.4,-0.2,-5.4,-22.9,29.7,6.4,0.0,-49.8
O=c1oc(-c2ccccc2F)nc2c1cnn2-c1ccccc1,0.2,-20.8,.,0.0,-2.5,15.6,9.3,5.2,-0.6,-4.7
Cc1onc(-c2c(F)cccc2Cl)c1C(=O)N1CCc2ccccc21,0.0,.,2.1,i,6.2,-0.5,-11.3,-3.9,0.5,-7.0
CC(C)(C)NCC(O)Cn1cc(C=O)c2ccccc21 (stereo unspecified),-0.8,22.2,-3.5,-0.4,-2.0,5.6,1.5,0.9,-1.8,4.0&-1.7
COc1cc(/C=C2/S/C(=N/S(=O)(=O)c3ccccc3)NC2=O)c([N+](=O)[O-])cc1OC,-0.9,15.0,.,-0.3,-9.9,-12.9,-1.3,-1.6,-1.2,.
OCC[C@@H]1C[C@H](O)[C@@H](O)[C@@]2(Cc3ccccc3O2)O1,0.0,0.1,1.2,-0.6,1.5,13.4,-13.0,-3.4,-1.3,6.2
NC(=O)c1ccc2c(=O)n3c(-c4cc(Cl)c(N)c(Cl)c4)csc3nc2c1,0.2,2.3,-0.4,-11.1,.,11.2,5.0,-2.9,-0.2,0.1
CCN1C(=O)[C@H]2[C@@H](c3ccc(-c4cc(C(C)=O)cs4)cc3)N3CCCC[C@@]3(C(=O)OC)[C@H]2C1=O,0.1,11.8,0.9,-1.2,.,.,7.8,-1.5,0.4,1.5
Cc1ccc(OCCNC(=O)c2cc(-n3cnnc3)ccc2Cl)cc1C,0.5,-5.1,.,-6.9,-1.8,2.7,11.4,-0.8,-0.9,-6.8
COc1ccc(C(O)c2coc3ccc(O)c(CN(C)C)c23)cc1 (stereo unspecified),0.7,-2.3,.,i,-1.4,8.5,-10.2,-1.7,0.9,-22.2
CCOc1ncccc1C(=O)OCC(=O)c1cccs1,0.4,3.1,1.9,-4.2,3.9,22.8,-2.2,-4.7,-1.2,-6.8
CCC(=O)Nc1ccc(C(=O)OCc2ccc(Cl)c(Cl)c2)cc1,0.5,-6.5,-0.5,-0.4,-1.3,-10.1,5.2,0.7,-0.7,-6.0
CCc1ccc(NC(=O)Cn2c(=O)oc3cc(S(=O)(=O)N4CCOCC4)ccc32)cc1,0.3,-10.3,-1.3,-0.3,-4.3,20.8,-7.4,1.2,1.0,-10.5
CCc1nc2ccccc2n(CC)c1=O,0.0,2.5,.,i,-0.2,1.5,-3.1,1.6,-1.5,3.4
C=CC[C@H](CC(=O)NCCO)C(=O)N[C@@H](COC(=O)[C@@H](CC=C)Cc1ccc(F)cc1)Cc1c[nH]c2ccccc12,-0.2,6.8,2.9,0.4,.,.,12.5,-6.4,2.2,6.1
N#CC1=C(N)c2ccccc2CC12CCCCC2,0.0,7.1,2.9,-1.7,4.9,30.9,8.5,-4.6,0.8,-8.8
Cc1ccc(S(=O)(=O)N2C[C@@H]3[C@H]4CC[C@H](C4)[C@@H]3[C@@H](C)C2CC(=O)c2ccccc2)cc1 (stereo partly specified),-0.1,11.4,0.3,i,.,.,34.2,3.3,0.6,4.0
CC(=O)NC(c1ccccc1)c1nc(-c2cccc(C(=O)O)c2)cs1 (stereo unspecified),-0.1,2.5,0.7,i,.,.,0.1,-1.0,.,.
COc1ccc(NC(=O)CSc2nnnn2-c2ccccc2F)cc1,-0.2,1.9,-0.8,0.8,-0.3,-2.9,4.6,13.1,-0.5,1.2
O=c1c2ccccc2[se]n1-c1ccccc1,81.1*,-0.9,0.2,-0.5,1.4,16.3,0.9,3.6,18.5,29.8
COc1ccc(-c2nc(CS(=O)CC(=O)NCc3ccc4c(c3)OCO4)c(C)o2)cc1 (stereo unspecified),0.5,-2.5,-0.2,i,-2.0,-7.8,1.4,5.7,-0.5,-12.6
COc1ccccc1C(=O)C1CCCN(C(=O)c2cc(CC(C)C)nc(C)n2)C1 (stereo unspecified),-0.3,-1.2,0.0,i,-1.6,-3.9,-0.2,0.8,-0.3,-11.5
NC(=O)c1sc2nc3c(cc2c1N)CCC3,0.3,-20.3,2.0,-0.7,-0.5,22.3,4.7,-3.9,-0.6,-1.4
CCc1ccc(NC(=S)N(CCOC)C2CCN(C(C)=O)CC2)cc1,-1.3,-3.4,1.2,0.6,4.0,-16.2,-2.3,26.2,0.2,-4.2
Cc1ccc(S(=O)(=O)CC(=O)Nc2nc(-c3ccccc3)cs2)cc1,-0.5,14.3,.,0.2,3.1,3.0,9.5,-2.3,1.4,8.6
Cc1cc(C)c(-c2csc(Cc3nc(-c4cc5ccccc5oc4=O)cs3)n2)cc1C,5.6,1.3,.,i,2.7,1.5,1.8,2.7,-0.5,-19.1
COc1ccc(NC(=O)c2ccc(COc3ccccc3Br)o2)cc1OC,0.1,11.0,.,.,-6.1,8.5,-5.1,-5.6,12.3,4.5
Cc1cc(C)c(C(=O)C(C)OC(=O)Cc2n[nH]c(=O)c3ccccc23)cc1C (stereo unspecified),-0.4,-3.2,2.0,-0.8,3.2,-7.2,23.4,-1.5,-1.0,5.9
C=CCn1c(SCc2nc3ccccc3c(=O)[nH]2)nnc1-c1cc2cc(Cl)ccc2o1,-0.5,-10.9,.,-0.3,-2.3,-7.5,24.0,-0.8,-0.1,-6.8

# Shown bar-delimited: four of the compounds above
canonical_smiles | BoNT A protease | CCHFV vOTU inh | TcdB inh | Vc quorum ag | SARS 3CLpro inh | DUSP3 inh | Yp Topo-I inh | Anthrax LF prot | PfHsp40 yeast | PriA SSB inh
COc1ccc(C(O)c2coc3ccc(O)c(CN(C)C)c23)cc1 (stereo unspecified) | 0.7 | -2.3 | . | i | -1.4 | 8.5 | -10.2 | -1.7 | 0.9 | -22.2
CCOc1ncccc1C(=O)OCC(=O)c1cccs1 | 0.4 | 3.1 | 1.9 | -4.2 | 3.9 | 22.8 | -2.2 | -4.7 | -1.2 | -6.8
CCC(=O)Nc1ccc(C(=O)OCc2ccc(Cl)c(Cl)c2)cc1 | 0.5 | -6.5 | -0.5 | -0.4 | -1.3 | -10.1 | 5.2 | 0.7 | -0.7 | -6.0
CCc1ccc(NC(=O)Cn2c(=O)oc3cc(S(=O)(=O)N4CCOCC4)ccc32)cc1 | 0.3 | -10.3 | -1.3 | -0.3 | -4.3 | 20.8 | -7.4 | 1.2 | 1.0 | -10.5

# Remaining list, next part
SMILES,BoNT A protease,CCHFV vOTU inh,TcdB inh,Vc quorum ag,SARS 3CLpro inh,DUSP3 inh,Yp Topo-I inh,Anthrax LF prot,PfHsp40 yeast,PriA SSB inh
Cc1ccc(S(=O)(=O)N2C[C@H]3C(=O)C[C@@H](c4ccccc4)N(S(=O)(=O)c4ccc(C)cc4)[C@H]3C[C@H]2c2ccc(Cl)cc2)cc1,-0.2,17.0,1.8,-0.4,.,.,6.2,-1.5,.,.
Cc1onc(-c2ccccc2)c1C(=O)OCC(=O)N(C)c1c(N)n(Cc2ccccc2)c(=O)[nH]c1=O,?,-0.2,-0.6,-1.2,.,.,-11.0,?,0.1,7.1
COc1ccccc1CNCC(=O)N1CC(=O)Nc2ccccc21,0.5,-1.5,.,0.3,-2.0,9.1,-0.2,-2.0,1.1,-13.8
Cc1ccc(CC(=O)NCCC(=O)O)cc1,-0.3,4.1,-0.4,i,-1.6,25.5,-4.3,2.4,1.3,6.2
CC(=O)Nc1ccc(N(C(=O)CNC(=O)c2ccco2)C(C(=O)NC2CCCC2)c2ccco2)cc1 (stereo unspecified),2.2,3.0,-5.2,-0.8,-0.7,10.1,-4.7,-4.9,-0.2,0.5
O=C(CNC(=O)c1ccccc1)NCC1COc2ccccc2O1 (stereo unspecified),-0.7,0.4,.,-1.4,-1.0,-2.0,-5.9,2.2,0.0,-17.0
COc1ccc(CN(Cc2cccn2C)S(=O)(=O)c2ccc(C)cc2)cc1,?,-0.9,0.0,i,2.1,16.5,1.4,-14.1,-0.1,-1.9
COc1ccc(C(CNC(=O)c2ccc(N3CCCC3=O)cc2)N(C)C)cc1 (stereo unspecified),-0.3,-5.8,.,-0.1,-5.0,37.6,2.7,-2.1,-0.7,3.8
CCN(CC)CCN(Cc1cc2ccc(C)cc2[nH]c1=O)C(=O)Nc1ccc(Cl)cc1,-2.1,4.0,2.1,i,2.9,19.8,5.0,2.3,-1.0,-10.4
COc1ccccc1CNC(=O)COc1ccc(S(=O)(=O)N2CCOCC2)cc1C,0.8,6.8,-0.3,-0.4,0.4,17.1,17.9,0.9,-0.6,2.6
O=C(NCC1(N2CCOCC2)CCCCC1)c1ccc(S(=O)(=O)Nc2ccccc2F)cc1,-3.1,6.5,-0.8,-0.1,4.8,-5.5,12.9,-1.5,1.6,-22.2
COc1cc(/C=C/C(=O)N2CCc3ccccc3C2)cc(OC)c1OC,-9.4,3.6,0.6,-0.4,3.0,16.5,2.8,-16.1,-0.1,-6.6
CC(C)CNC(=S)NC1CC2CCCC(C1)N2C1CCCCC1 (stereo unspecified),0.5,-9.3,0.9,-0.5,-6.5,18.1,-5.1,-2.8,1.0,-20.8
CNC(=O)CSc1nc2ccccc2c(=O)n1CCc1ccccc1,-1.3,1.3,-2.0,i,-4.9,12.1,2.6,8.9,-0.4,7.8
